Screening data as filed in PubChem.
TSG101-PTAP inh: qHTS Assay for Iinhibitors of HIV-1 Budding by Blocking the Interaction of PTAP/TSG101 | Tumor susceptibility gene 101 protein (Homo sapiens), Q99816 | 340,000 tested, under 10 active | Fluorescence polarization, FITC-PTAP peptide / Tsg101 binding | Potency, µM (highest dose often 115 µM), without a hit: at the top dose activity change, negative = inhibition, actives largely listed as inhibitors; active = well fitted inhibition curve with a large enough effect in the main read-out, with a control signal flat, not every such curve was filed as active; inconclusive = small, poorly fitted or top-dose-only effect, or effect the other way, or a change in a side signal; inactive = no such curve, though single readings can be large or run the other way; also: potency is read from the fitted curve at half-maximal effect; % of control where 0% means no effect
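Compounds were pin-transferred onto Tsg101 binding domain (10 uM final) in HEPES pH 7.5 buffer, then FITC-PTAP peptide was added at 50 nM final. After 20 min at RT, polarization reported peptide displacement across a qHTS concentration series.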
MLL CXXC-DNA inh: qHTS Fluorescence Polarization Assay for Inhibitors of MLL CXXC domain - DNA interaction. MLL-CXXC / FITC-HOXA9 DNA fluorescence polarization. Potency, µM (doses to about 115 µM), for the others: at the highest dose activity change, negative = inhibition, hits mostly inhibitors. AID 2662, 2010. 290,000 tested, 0.037% active. Histone-lysine N-methyltransferase 2A (Homo sapiens), Q03164; active = well fitted inhibition curve with a large enough effect in the polarisation, with a control signal flat, not every such curve was filed as active; inconclusive = small, poorly fitted or top-dose-only effect, or effect the other way, or a change in a side signal; inactive = no such curve, though single readings can be large or run the other way; the % refers to the polarisation; also: potency is read from the fitted curve at half-maximal effect
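Steps: dispense CXXC domain solution (7 uM) → pin compounds or unlabeled HOX-A9 DNA control → 5 min ambient → add FLSN-HOX-A9 solution (50 nM) → spin → 30 min ambient → fluorescence polarization. Tris pH 7.5/NaCl/DTT/BSA buffer.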
Mito fusion act: qHTS Assay for Small Molecule Inhibitors of Mitochondrial Division or Activators of Mitochondrial Fusion | S. cerevisiae fusion-defective mutant growth rescue, CellTiterGlo 48 h | Potency, µM (series often up to 46.1 µM), for inactives: at the highest dose growth rescue (activation), usual class: activators | 320,000 tested, 0.23% active | AID 485298, 2010;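 also: potency is read from the fitted curve at half-maximal effect; % of control where 0% means no effect; nearly all actives have a fitted effect of over 45% in size; temperature-sensitive fusion mutants such as fzo1-1 at 37 °C on non-fermentable ethanol glycerol medium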
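Yeast fusion mutant, YPEG (non-fermentable carbon), compound, 48 h at 37C non-permissive; CellTiterGlo added, 10 min RT, luminescence read. Rescued growth = division inhibition.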
MBNL1-CUG inh: qHTS Assay for Inhibitors of MBNL1-poly(CUG) RNA binding; Muscleblind-like protein 1 (Homo sapiens), Q9NR56; TR-FRET MBNL1-His/biotin-(CUG)12 binding, 665/545 ratio; Potency, µM (series often up to 57.5 µM), for inactives: at the top dose activity change, negative = inhibition, most hits filed as inhibitors; 280,000 tested, 0.036% active; AID 2675, 2010; active = well fitted inhibition curve with a large enough effect in the signal ratio, with a control signal flat, not every such curve was filed as active; inconclusive = small, poorly fitted or top-dose-only effect, or effect the other way, or a change in a side signal; inactive = no such curve, though single readings can be large or run the other way; the % refers to the signal ratio; also: potency is read from the fitted curve at half-maximal effect; % is scaled to controls: 0 for no effect and ±100 for the full control effect
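His-tagged MBNL1 binding to biotinylated (CUG)12 RNA was measured by TR-FRET using terbium anti-His antibody (0.055 ng/ul final) and streptavidin-XL665 (5 nM final). Compounds were titrated 92 nM to 58 uM; 60 min at room temperature.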
a7 integrin act: qHTS for Activators of Integrin-Mediated Alleviation for Muscular Dystrophy; alpha7betagal myoblasts, beta-gal FDG fluorescence, 48 h; Potency, µM (series often up to 38.3 µM), for inactives: at the highest dose activation, hits mostly activators; AID 624291, 2012; 350,000 tested, 0.064% active;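 also: potency is read from the fitted curve at half-maximal effect; 100% = response of the positive control SU9516; nearly all actives have a fitted effect of over 60% in size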
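Alpha7betagal+/- myoblasts (passage 13) were plated 16-24 hr, then exposed to compounds (1:260 dilution of DMSO stock) for 48 hours at 37C. After MPER lysis, β-galactosidase reporter activity was read as FDG fluorescence (ex 480/em 540) after 30 minutes.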
AT treatment: qHTS Assay for Identifying a Potential Treatment of Ataxia-Telangiectasia | 320,000 tested, 0.19% active | […] A-T fibroblasts, KAP-1 phosphorylation AlphaLISA; neocarzinostatin DNA damage 30 min before lysis | AID 485349, 2010 | Potency, µM (top dose mostly 57.5 µM), for the others: at the highest dose activation, hits mostly activators; also: potency is read from the fitted curve at half-maximal effect; % of control where 0% means no effect; nearly all actives have a fitted effect of over 45% in size
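hTERT-immortalized A-T patient fibroblasts ([…]), 500 cells/well in OPTI-MEM, 1% FBS, got compounds for 60 min, then NCS for 30 min at 37C. Lysates were then assayed for phospho-KAP-1 by AlphaLISA (anti-pKAP1 donor, anti-KAP1 acceptor beads), 6 hr at 25C.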
Menin MLL FP TR: qHTS Assay for Inhibitors Targeting the Menin-MLL Interaction in MLL Related Leukemias: Competition With Texas Red Labeled MLL-derived Mutant Peptide. O00255. Menin + Texas Red MLL mutant peptide, fluorescence polarization. Potency, µM (top dose mostly 61.6 µM), inactives show at the top dose FP activity change, negative = inhibition, actives largely listed as inhibitors. 270,000 tested, 0.23% active; active = well fitted inhibition curve with a large enough effect in the polarisation, with a control signal flat, not every such curve was filed as active; inconclusive = small, poorly fitted or top-dose-only effect, or effect the other way, or a change in a side signal; inactive = no such curve, though single readings can be large or run the other way; the % refers to the polarisation; also: potency is read from the fitted curve at half-maximal effect; % of control where 0% means no effect; many of its hits are not listed in these tables
TCR act: Activators of T cell receptors: qHTS campaign. 330,000 tested, under 10 active. Potency, µM (titrated, usually from 9.22 µM), inactives show at the highest dose activation of IL-2 secretion, usual class: activators. primary human leukocytes, anti-CD3, IL-2 HTRF, 48 h. AID 504894, 2011; also: % of control where 0% means no effect
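IL-2 produced over 48 hr by a-CD3 bead-stimulated primary human leukocytes exposed to compounds was detected with a homogeneous time-resolved FRET immunoassay, 665nm acceptor signal after 320nm excitation.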
ASM inhibitor: Inhibitors of Secretory Acid Sphingomyelinase (S-ASM): qHTS | Sphingomyelin phosphodiesterase (Homo sapiens), P17405 | placental ASM, HMU-PC fluorogenic substrate, 60 min | Potency, µM (titrated, usually from 57.5 µM), inactives show at the top dose activity change, negative = inhibition, most hits filed as inhibitors | 340,000 tested, 0.006% active | AID 504937, 2011; also: potency is read from the fitted curve at half-maximal effect
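Human placenta-derived ASM enzyme was preincubated with compound for 10 minutes at room temperature, then given fluorogenic substrate HMU-PC0 (9 uM final) for 60 minutes at 37 °C; a pH 10 stop preceded fluorescence reading at Ex 386/Em 447 nm.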
TSHR antag: Antagonists of the Thyroid Stimulating Hormone Receptor: HTS campaign. TSHR-expressing cells, TSH-stimulated cAMP HTRF, 2 h; active compounds read low. activity change, negative = inhibition, % at 11.5 µM. 330,000 tested, 0.2% active. AID 504810, 2011;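 active = activity change below a set negative limit, meaning inhibition stronger than a set level, cut at about -70% in these data; inconclusive = activity change between two set negative limits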; also: % is scaled to controls: 0 for no effect and ±100 for the full control effect
Target sequence (P16473 whole entry, looked up): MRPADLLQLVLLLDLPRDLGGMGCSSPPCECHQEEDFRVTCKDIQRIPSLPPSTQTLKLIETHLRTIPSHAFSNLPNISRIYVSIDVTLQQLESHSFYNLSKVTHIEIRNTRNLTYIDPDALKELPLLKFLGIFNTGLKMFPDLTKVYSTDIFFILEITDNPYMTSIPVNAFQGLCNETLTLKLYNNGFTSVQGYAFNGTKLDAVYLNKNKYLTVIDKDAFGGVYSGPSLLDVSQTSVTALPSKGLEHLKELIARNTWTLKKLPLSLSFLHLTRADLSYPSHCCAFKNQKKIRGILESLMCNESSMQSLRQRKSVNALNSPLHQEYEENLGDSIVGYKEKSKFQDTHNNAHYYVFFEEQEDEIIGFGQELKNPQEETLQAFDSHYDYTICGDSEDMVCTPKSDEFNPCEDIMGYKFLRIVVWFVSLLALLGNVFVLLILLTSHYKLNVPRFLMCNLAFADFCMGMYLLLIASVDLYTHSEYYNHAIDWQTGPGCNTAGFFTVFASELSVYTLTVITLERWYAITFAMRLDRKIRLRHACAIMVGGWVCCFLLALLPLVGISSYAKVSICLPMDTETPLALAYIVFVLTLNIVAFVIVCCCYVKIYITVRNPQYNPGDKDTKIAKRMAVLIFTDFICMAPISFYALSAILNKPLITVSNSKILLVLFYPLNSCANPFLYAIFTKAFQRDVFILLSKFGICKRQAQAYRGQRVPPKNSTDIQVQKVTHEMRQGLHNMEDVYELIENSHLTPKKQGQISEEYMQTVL
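Freshly harvested TSHR cells receive pin-tooled compound, then EC80 TSH at 4nM final. After 2 hours at 37 deg C, antibody in lysis buffer and cAMP-d2 are added; 30 minutes at ambient temperature precede the HTRF read.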
Numbers without * were called inactive; [ ] = dose if it differs, or a comment. Unless noted, calls follow the shape of the dose curve; as a rule, active = well fitted curve in the direction sought with a large enough effect; inconclusive = small, poorly fitted or top-dose-only effect, or another doubt; inactive = no such curve, though single readings can be large; an effect the other way counts as inactive or inconclusive. This is a subset; count on the stated rates, not on these rows.

What do the screens show for `O=C(CN1CCN(C(=O)c2cccc(-n3cnnn3)c2)CC1)Nc1ccccc1Cl`?
TSG101-PTAP inh: -3%; Mito fusion act: 3%; a7 integrin act: 3%; AT treatment: 8%; TCR act: 0%; ASM inhibitor: 0%; TSHR antag: 10

What do the screens show for `CCOC(=O)C1=C(C)Nc2ccccc2N=C1NC(=O)Cc1ccc(Br)cc1`?
TSG101-PTAP inh: -1%; MLL CXXC-DNA inh: 6%; Mito fusion act: 0%; MBNL1-CUG inh: -5%; a7 integrin act: 16%; AT treatment: 5%; Menin MLL FP TR: 2%; TCR act: -7%[46.1 µM]; ASM inhibitor: -1%; TSHR antag: -6

How did O=C(Nc1nc(=S)ss1)c1c(F)cccc1F do in these assays?
TSG101-PTAP inh: -4%; MLL CXXC-DNA inh: 6%; Mito fusion act: -3%; MBNL1-CUG inh: -1%; a7 integrin act: -22%; AT treatment: 3%; Menin MLL FP TR: 1%; TCR act: 5%; ASM inhibitor: 4%; TSHR antag: -3

How did CCCNC(=O)C1CC(=O)N(c2ccc(OCc3ccc(F)cc3)cc2)C1 (stereo not drawn) do in these assays?
TSG101-PTAP inh: -2%; MLL CXXC-DNA inh: -13%; Mito fusion act: 0%; MBNL1-CUG inh: -3%; a7 integrin act: -10%; AT treatment: -21%; Menin MLL FP TR: -14%; TCR act: 7%; ASM inhibitor: 1%; TSHR antag: 8

Results for O=C(Nc1ccc(S(=O)(=O)NC2=NCCCCC2)cc1)c1ccc(C(F)(F)F)cc1 ?
TSG101-PTAP inh: -5%; MLL CXXC-DNA inh: -2%; Mito fusion act: 2%; MBNL1-CUG inh: 1%; a7 integrin act: -13%; AT treatment: -11%; TCR act: -2%; ASM inhibitor: -3%; TSHR antag: -2

What do the screens show for `S=c1[nH]nc(-c2cccnc2)n1/N=C/c1cccs1`?
TSG101-PTAP inh: -4%; MLL CXXC-DNA inh: -5%; Mito fusion act: -1%; MBNL1-CUG inh: inconclusive; a7 integrin act: 9%; AT treatment: -2%; Menin MLL FP TR: 14%; TCR act: 5%; ASM inhibitor: -3%; TSHR antag: -7

Results for COc1cc(NC(=O)Cn2cnc3c(NCc4ccccc4)ncnc32)cc(OC)c1OC ?
TSG101-PTAP inh: -1%; a7 integrin act: -4%; AT treatment: -5%; TCR act: -3%[46.1 µM]; ASM inhibitor: 9%; TSHR antag: 7

How did Cc1ccc(C2=NN(CC(=O)NCCC(C)C)C(=O)CC2)cc1 do in these assays?
TSG101-PTAP inh: -3%; MLL CXXC-DNA inh: 1%; Mito fusion act: -4%; MBNL1-CUG inh: 0%; a7 integrin act: inconclusive; AT treatment: 7%; Menin MLL FP TR: 4%; TCR act: 0%; ASM inhibitor: 3%; TSHR antag: 6

What do the screens show for `COc1ccc(Cl)cc1NC(=O)c1sc2nc(C)nc(N3CCOCC3)c2c1C`?
TSG101-PTAP inh: -1%; MLL CXXC-DNA inh: 62%; Mito fusion act: -25%; MBNL1-CUG inh: -3%; a7 integrin act: 17%; AT treatment: 19%; Menin MLL FP TR: -17%; TCR act: -1%; TSHR antag: -32

Results for NC(=NC(=O)c1ccccc1)N1N=CCC1c1ccccc1 (stereo not drawn) ?
TSG101-PTAP inh: 1%; MLL CXXC-DNA inh: 16%; Mito fusion act: 0%; MBNL1-CUG inh: -2%; a7 integrin act: 29%; AT treatment: 4%; Menin MLL FP TR: -9%; TCR act: -4%; ASM inhibitor: -1%; TSHR antag: 2

How did CCCCC(=O)N1CCN(c2nc3ccc(F)cc3s2)CC1 do in these assays?
TSG101-PTAP inh: -1%; MLL CXXC-DNA inh: 1%; Mito fusion act: 0%; MBNL1-CUG inh: 1%; a7 integrin act: -24%; AT treatment: 24%; TCR act: 9%; ASM inhibitor: 5%; TSHR antag: 51

What do the screens show for `Cc1ccc(NC(=O)c2cccs2)cc1NC(=O)c1cccnc1`?
TSG101-PTAP inh: -4%; MLL CXXC-DNA inh: -8%; Mito fusion act: -8%; MBNL1-CUG inh: -7%; a7 integrin act: -12%; AT treatment: 19%; Menin MLL FP TR: 23%; TCR act: 2%; ASM inhibitor: -2%; TSHR antag: 11

Results for Cc1ccc2cccc(OCc3ccc(F)cc3)c2n1 ?
TSG101-PTAP inh: -2%; MLL CXXC-DNA inh: 8%; Mito fusion act: -8%; MBNL1-CUG inh: 13%; a7 integrin act: -4%; AT treatment: -2%; Menin MLL FP TR: inconclusive; TCR act: -3%; ASM inhibitor: -2%; TSHR antag: -1

What do the screens show for `O=C(O)C1C2C=CC(C2)C1C(=O)N1CCOCC1` (stereo not drawn)?
TSG101-PTAP inh: -5%; MLL CXXC-DNA inh: 4%; Mito fusion act: -1%; MBNL1-CUG inh: 4%; a7 integrin act: 18%; AT treatment: 4%; Menin MLL FP TR: -2%; ASM inhibitor: 2%; TSHR antag: -2

How did CC(C#N)OC(=O)c1cccnc1SCC(=O)Nc1ccc2c(c1)OCO2 (stereo not drawn) do in these assays?
TSG101-PTAP inh: 4%; a7 integrin act: -32%; AT treatment: 5%; TCR act: -4%; ASM inhibitor: 0%; TSHR antag: -11

What do the screens show for `COCCNC(=O)C1CCC(=O)N1S(=O)(=O)c1ccc(C)cc1` (stereo not drawn)?
TSG101-PTAP inh: -4%; MLL CXXC-DNA inh: 2%; Mito fusion act: -6%; MBNL1-CUG inh: -1%; a7 integrin act: inconclusive; AT treatment: -7%; Menin MLL FP TR: 15%; TCR act: 3%; ASM inhibitor: 6%; TSHR antag: 0

Results for COc1ccc(C(=O)NC2CCN(Cc3ccccc3)C2)cc1S(=O)(=O)N1CCOCC1 (stereo not drawn) ?
TSG101-PTAP inh: -6%; Mito fusion act: 0%; a7 integrin act: -5%; AT treatment: -8%; TCR act: -7%; ASM inhibitor: 4%; TSHR antag: 19

What do the screens show for `COc1ccc(Cl)cc1C(=O)Nc1ccc(Br)c(C)n1`?
TSG101-PTAP inh: -1%; MLL CXXC-DNA inh: 28%; Mito fusion act: 3%; MBNL1-CUG inh: -13%; a7 integrin act: 11%; AT treatment: 3%; Menin MLL FP TR: 20%; TCR act: 3%; ASM inhibitor: -4%; TSHR antag: 7

What do the screens show for `Cc1cccc(NC(=O)NNC(=O)COc2ccc3ccccc3c2)c1`?
TSG101-PTAP inh: -4%; MLL CXXC-DNA inh: 5%; Mito fusion act: 1%; MBNL1-CUG inh: 23%; a7 integrin act: 9%; AT treatment: -10%; TCR act: -3%; ASM inhibitor: -2%; TSHR antag: 28

Results for CCCCNC(=O)c1c[nH]c2ccc(S(=O)(=O)Nc3ccc(OCC)cc3)cc2c1=O ?
TSG101-PTAP inh: 3%; MLL CXXC-DNA inh: 1%; Mito fusion act: -5%; MBNL1-CUG inh: -2%; a7 integrin act: 10%; Menin MLL FP TR: 20%; TCR act: -5%; ASM inhibitor: -2%; TSHR antag: -9
